Assay outcomes deposited in PubChem BioAssay by several laboratories.
sPLA2-III inh = Blocks human group III sPLA2 activity. Q9NZ20. QFRET BODIPY PC-A2 liposome hydrolysis, fluorescence. inhibition, % at 12.2 µM. 370,000 compounds, 0.56% hits. AID 743126;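 active = inhibition above mean plus 3 SD of compounds lying within the high and low control bounds, cut at about 19% in these data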;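 also: 0% = median of test compound wells and 100% = no enzyme DMSO wells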
ssDAF-12 act = activators of S. stercoralis DAF-12 nuclear receptor; 370,000 compounds, 1% hits; activation, % at 6.8 µM; HEK293 ssDAF-12/GRIP1 lit1-tk-luc reporter, luminescence; % of 3 µM dafachronic acid response; AID 652126;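 active = activation above the mean over all tested compounds plus 3 SD, cut at about 0.9% in these data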;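 also: 0% = DMSO-only wells and 100% = 3 µM delta7-dafachronic acid wells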
hcDAF-12 act = activates DAF-12 receptor from parasite H. contortus; 370,000 compounds, 1.4% hits; AID 652067; HEK293 hcDAF-12 lit1-tk-luc reporter, luminescence; 0% DMSO, 100% Δ7-dafachronic acid; activation, % at 6.8 µM;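 active = activation above the mean of all tested compounds plus 3 SD, cut at about 5.5% in these data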;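 also: 100% = response to 3 µM Δ7-dafachronic acid high control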
PG9 Ab binder = small molecules binding HIV-1 gp120 antibody PG9; inhibition, % at 6.7 µM; TR-FRET gp120-PG9 antibody binding; 360,000 compounds, 0.43% hits; AID 624416; in the data active = inhibition above about 8.5%
NR1D1 modulator = modulators of human Rev-erb alpha DNA binding. P20393. Rev-erbα–FITC-DNA binding, fluorescence polarization, 90 min. activity, % at 10 µM. 370,000 compounds, 0.79% hits;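 active = activity above about 14%, limit read from the data; passing the limit was not always enough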;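 also: 0% = DMSO wells with 35 nM protein and 100% = DMSO wells with 750 nM protein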
SMARCA2 act = activators of SMARCA2 function. MG213 cells, MMTV-luciferase reporter, dexamethasone, overnight. 370,000 compounds, 1% hits. AID 652017. activation, % at 9.1 µM; in the data active = activation above about 7.8%;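 also: 0% = vehicle wells and 100% = reference activator wells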
hgDAF-12 ag = agonists of H. glycines DAF-12 nuclear receptor | HEK293 GAL4-hgDAF12 UAS-luciferase reporter, agonist luminescence; normalized to butyrate control | activation, % at 6.8 µM | 370,000 compounds, 1.8% hits | AID 687014;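 active = activation above a cutoff set at the mean of all screened compounds plus 3 SD, cut at about 10% in these data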;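 also: 0% = DMSO wells and 100% = sodium butyrate wells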
FXN GAA850 act = increases GAA850 frataxin promoter reporter activity | HEK293 lucGAA850 FXN promoter luciferase reporter, 24 h; percent of 10 µM SAHA response | activation, % at 6 µM | 360,000 compounds, 0.56% hits;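 active = activation above the average of all compounds screened plus 3 SD, cutoff fixed separately per campaign, cut at about 7.5% in these data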;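 also: 0% = DMSO wells and 100% = 10 µM SAHA wells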
DAX1 inh-1 = DAX1 (NR0B1) inhibition, primary screen | AID 652010 | inhibition, % at 6.8 µM | 370,000 compounds, 1.1% hits | HEK293T StAR-luciferase reporter, SF-1/DAX-1 repression relief;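 active = inhibition above the mean over all tested compounds plus 3 SD, cut at about 3.6% in these data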;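 also: 0% = DAX-1 cells with DMSO and 100% = cells lacking DAX-1 with DMSO; higher inhibition means more luminescence from relief of DAX-1 repression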
PLC-beta3 inh = blocks human PLC-beta3 enzyme activity; inhibition, % at 12.2 µM; AID 720704; 370,000 compounds, 0.18% hits; Q01970; Purified PLC-beta3, fluorogenic substrate, fluorescence; in the data active = inhibition above about 11%;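 also: 0% = median of compound wells on plate and 100% = full blocker control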
Target sequence (Q01970 whole entry, looked up): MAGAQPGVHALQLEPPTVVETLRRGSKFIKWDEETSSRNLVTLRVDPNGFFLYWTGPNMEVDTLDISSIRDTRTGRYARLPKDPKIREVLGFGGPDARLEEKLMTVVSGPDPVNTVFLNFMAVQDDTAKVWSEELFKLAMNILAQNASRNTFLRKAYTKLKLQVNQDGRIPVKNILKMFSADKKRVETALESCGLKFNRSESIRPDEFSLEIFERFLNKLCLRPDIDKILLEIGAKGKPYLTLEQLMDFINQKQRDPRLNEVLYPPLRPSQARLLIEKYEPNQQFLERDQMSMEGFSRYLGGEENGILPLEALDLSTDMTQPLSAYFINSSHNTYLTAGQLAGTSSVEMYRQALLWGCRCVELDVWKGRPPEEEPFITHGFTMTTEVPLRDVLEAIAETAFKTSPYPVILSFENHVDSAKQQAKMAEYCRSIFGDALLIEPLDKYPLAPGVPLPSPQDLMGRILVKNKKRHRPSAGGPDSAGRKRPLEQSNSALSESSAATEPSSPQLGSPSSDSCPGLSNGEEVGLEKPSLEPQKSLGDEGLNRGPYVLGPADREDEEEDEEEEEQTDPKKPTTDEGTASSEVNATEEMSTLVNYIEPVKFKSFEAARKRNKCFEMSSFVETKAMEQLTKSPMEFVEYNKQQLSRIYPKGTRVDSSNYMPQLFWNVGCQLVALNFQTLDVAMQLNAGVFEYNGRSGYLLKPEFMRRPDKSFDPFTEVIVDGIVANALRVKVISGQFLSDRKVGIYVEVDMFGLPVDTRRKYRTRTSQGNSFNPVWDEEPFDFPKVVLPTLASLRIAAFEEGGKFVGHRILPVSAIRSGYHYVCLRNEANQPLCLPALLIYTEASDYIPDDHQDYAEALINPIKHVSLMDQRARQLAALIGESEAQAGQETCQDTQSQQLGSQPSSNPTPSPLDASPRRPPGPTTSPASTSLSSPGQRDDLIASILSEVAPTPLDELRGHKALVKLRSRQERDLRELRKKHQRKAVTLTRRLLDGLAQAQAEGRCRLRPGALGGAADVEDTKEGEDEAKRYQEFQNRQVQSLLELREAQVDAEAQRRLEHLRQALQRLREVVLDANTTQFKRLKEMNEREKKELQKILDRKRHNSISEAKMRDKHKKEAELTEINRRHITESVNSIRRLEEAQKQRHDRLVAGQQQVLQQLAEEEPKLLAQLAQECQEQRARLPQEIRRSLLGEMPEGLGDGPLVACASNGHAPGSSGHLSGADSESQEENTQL
DAX1 inh-2 = inhibits human nuclear receptor DAX1. P51843. HEK293 Gal4-DAX1 luciferase reporter, luminescence. inhibition, % at 6.75 µM. 340,000 compounds, 0.99% hits. AID 504766;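 active = inhibition above the mean over all tested compounds plus 3 SD, cut at about 4.2% in these data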;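 also: 0% = DAX1-transfected cells with DMSO and 100% = empty-vector control cells with DMSO; inhibition shows as a rise in luminescence from relieved DAX1 repression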
Active calls of the source: *; i = inactive; nt = not tested or not shown; & = joins results of further samples.

Under each structure – sPLA2-III inh | ssDAF-12 act | hcDAF-12 act | PG9 Ab binder | NR1D1 modulator | SMARCA2 act | hgDAF-12 ag | FXN GAA850 act | DAX1 inh-1 | PLC-beta3 inh | DAX1 inh-2
> O=C(c1ccc(NS(=O)(=O)c2cccc(F)c2)cc1)N1CCCC1
  -4 | -1.3 | 0.1 | -3.0 | 3 | 0 | -1.8 | 1.7 | -0.6 | -10 | 1.1
> COCCOc1ccc(C(F)(F)F)cc1NC(=O)c1ccccc1F
  6 | -1.2 | 3.8 | -0.5 | 3 | 1 | 1.0 | 3.6 | -0.3 | -3 | 1.1
> Cc1ccn2cc(CCNC(=O)Cc3cccs3)nc2c1
  6 | -1.1 | -0.9 | -0.5 | 1 | 4 | -2.6 | -0.9 | 0.7 | -3 | -0.1
> COc1ccc(N2CCN(C(c3ccccc3OC)c3nnnn3C3CCCC3)CC2)cc1 (centres undefined)
  4 | -1.7 | -2.3 | 0.1 | 0 | -1 | -3.4 | -3.1 | -1.8 | 0 | -0.7
> CCOC(=O)N1CCN(C(=O)CCSc2ccc(Cl)cc2)CC1
  -5 | -0.7 | -0.5 | 0.7 | -4 | 3 | 0.2 | 0.9 | 0.7 | 4 | -0.2
> CCOC(=O)C1CCN(C(=O)C2CCN(S(=O)(=O)N3CCC4(CC3)OCCO4)CC2)CC1
  3 | -0.8 | -0.5 | -2.3 | -4 | -2 | -2.6 | 1.8 | -0.5 | -11 | 0.0
> COC1CCCN(Cc2nc(Cc3ccccc3F)no2)C1 (centres undefined)
  2 | -1.4 | -1.0 | 0.8 | 1 | -2 | 4.7 | 0.0 | 2.5 | 0 | 1.1
> Cc1cc(OC(C(=O)O)c2ccccc2)c2c(C)c(Cc3ccccc3)c(=O)oc2c1 (centres undefined)
  -2 | -1.6 | 0.2 | -2.1 | 8 | 0 | 0.8 | -3.0 | -0.1 | -98 | -0.3
> Cc1c(C)c2ccc(O)c(CN3CCN(C)CC3)c2oc1=O
  2 | -0.8 | -0.4 | 2.2 | -1 | -2 | 0.7 | -0.2 | -0.1 | i | 2.0
> C[C@H](CO)N1C[C@H](C)[C@@H](CN(C)C(=O)c2cnccn2)Oc2cc(C#CCC3CCCC3)ccc2S1(=O)=O
  -16 | -0.7 | -0.1 | -1.0 | -3 | -1 | 0.1 | -2.4 | -1.1 | -2 | -0.3
> COc1ccc(-c2nc(CS(=O)CC(=O)NCc3ccco3)c(C)o2)cc1OC (centres undefined)
  8 | -1.2 | 0.5 | -2.5 | 3 | -1 | -0.6 | -0.7 | -0.7 | -4 | 1.7
> COC(=O)CNc1nc(-c2cccnc2)nc2ccccc12
  -2 | -0.5 | -0.2 | -0.8 | -5 | -3 | 1.5 | 1.8 | -1.3 | -15 | -0.2
> NCCS(=O)(=O)O
  0 | -1.6 | -3.5 | -1.6 | -5&-6 | 3 | 3.4 | -1.3 | 2.0 | -2 | -0.3
> Cc1ccc(-c2nnc(Nc3ccc(CC(N)=O)cc3)c3ccccc23)cc1S(=O)(=O)NCCO
  -1 | -1.1 | -1.8 | -0.6 | 3 | -2 | 0.6 | 0.8 | -0.1 | -88 | 2.3
> O=[N+]([O-])c1ccc(O)c(C=NNc2ccc(S(=O)(=O)O)cc2)c1
  0 | -0.2 | -0.8 | -14 | 6 | -2 | 0.8 | -1.0 | 0.1 | -1 | 2.3
> Cc1ccnc(NC(=O)CN2C(=O)c3ccccc3S2(=O)=O)c1
  7 | -1.2 | -1.2 | 0.2 | 0 | 1 | 1.9 | 0.8 | -0.6 | 2 | 0.6
> CC(=O)N(c1cccc(C)c1)S(=O)(=O)c1ccc(Cl)cc1
  1 | -0.6 | -2.2 | 0.4 | -2 | -1 | -2.5 | 0.5 | -0.2 | -3 | -0.2
> O=C(Nc1cccnc1)c1ccc(NC(=O)c2ccco2)cc1
  1 | -1.1 | -2.1 | -1.6 | 1 | 6 | 2.9 | 1.6 | -0.4 | 4 | -2.0
> O=S1(=O)N=C(N/N=C/c2cccs2)c2ccccc21
  2 | -1.1 | -1.2 | -1.8 | -7 | 0 | 1.3 | 0.1 | -0.2 | -6 | 4.5*
> Cc1ccc(Nc2nc(N)c([N+](=O)[O-])c(NCc3ccccc3)n2)cc1
  -13 | -0.4 | -0.2 | -2.9 | 5 | 0 | -0.7 | 2.2 | -0.3 | -6 | nt

Compound profiles (already shown). Order of values: sPLA2-III inh	ssDAF-12 act	hcDAF-12 act	PG9 Ab binder	NR1D1 modulator	SMARCA2 act	hgDAF-12 ag	FXN GAA850 act	DAX1 inh-1	PLC-beta3 inh	DAX1 inh-2
O=C(c1ccc(NS(=O)(=O)c2cccc(F)c2)cc1)N1CCCC1 as listed: -4	-1.3	0.1	-3.0	3	0	-1.8	1.7	-0.6	-10	1.1
O=S1(=O)N=C(N/N=C/c2cccs2)c2ccccc21 as listed: 2	-1.1	-1.2	-1.8	-7	0	1.3	0.1	-0.2	-6	4.5*

3 entries already listed, ordered by the number in SMARCA2 act, low to high:
mol	sPLA2-III inh	ssDAF-12 act	hcDAF-12 act	PG9 Ab binder	NR1D1 modulator	SMARCA2 act	DAX1 inh-1	PLC-beta3 inh	DAX1 inh-2
COC(=O)CNc1nc(-c2cccnc2)nc2ccccc12	-2	-0.5	-0.2	-0.8	-5	-3	-1.3	-15	-0.2
Cc1c(C)c2ccc(O)c(CN3CCN(C)CC3)c2oc1=O	2	-0.8	-0.4	2.2	-1	-2	-0.1	i	2.0
CC(=O)N(c1cccc(C)c1)S(=O)(=O)c1ccc(Cl)cc1	1	-0.6	-2.2	0.4	-2	-1	-0.2	-3	-0.2

Later entries.
Under each structure – sPLA2-III inh | ssDAF-12 act | hcDAF-12 act | PG9 Ab binder | NR1D1 modulator | SMARCA2 act | hgDAF-12 ag | FXN GAA850 act | DAX1 inh-1 | PLC-beta3 inh | DAX1 inh-2
> O=C(c1ccc(F)cc1)N1C2CCC1CC(O)(c1ccccc1F)C2 (centres undefined)
  3 | -1.6 | 0.2 | -0.7 | 0 | -4 | -3.3 | 1.1 | -0.7 | -1 | 0.7
> CC(C)N(Cc1ccccc1)C(=O)Cn1c(=O)cnc2ccccc21
  0 | -2.0 | -2.3 | -0.8 | 3 | -1 | -2.1 | 3.2 | -0.5 | -19 | 1.8
> Cc1ccc(C(=O)Nc2ccncc2)cc1S(=O)(=O)N1CCCCC1
  -2 | -1.4 | -3.7 | -0.2 | -4 | -4 | -7.5 | 0.1 | -7.0 | -1 | -2.0
> O=C1CN(S(=O)(=O)c2ccccc2Cl)CCN1
  4 | -0.5 | -0.9 | -0.7 | -2 | 1 | -1.4 | 0.1 | 0.1 | -6 | -0.9
> CCc1nnc(NS(=O)(=O)c2ccc(N3C(=O)C4CC=C(Cl)CC4C3=O)cc2)s1 (centres undefined)
  -36 | -2.0 | 0.0 | -1.6 | 2 | 0 | 0.4 | 0.5 | 0.1 | -13 | -0.1
> OC(COc1ccc(Cl)cc1)CN1CCN(c2ccccn2)CC1 (centres undefined)
  -7 | -0.8 | -1.8 | 0.1 | 2 | -1 | -1.2 | 2.5 | 0.1 | -5 | -0.7
> Cc1noc(/C=C/N(C)C)c1S(=O)(=O)N1CCCC(C(=O)NCc2cccs2)C1 (centres undefined)
  2 | -1.5 | -2.0 | 0.8 | -4 | 1 | -0.1 | -0.4 | 0.3 | -14 | 0.1
> CCOC(=O)CC(NC(=O)c1cc2cccc(OC)c2oc1=O)c1cccc([N+](=O)[O-])c1 (centres undefined)
  3 | -0.9 | -2.1 | -0.1 | -1 | 0 | -0.2 | -0.2 | -0.7 | -35 | -1.4
> O=C(NC1(C(F)(F)F)N=C(c2ccccc2)NC1=O)c1ccccc1F (centres undefined)
  3 | -1.3 | 1.0 | -1.8 | -4 | -1 | -1.6 | 2.1 | 0.7 | 0 | -0.9
> NC(=O)C1CCN(C(=S)NCc2ccc3c(c2)OCO3)CC1
  -5 | -1.3 | -2.8 | 0.2 | 8 | 1 | -2.7 | 1.3 | -0.5 | 1 | 2.2
> C/C(=N/Nc1ccc([N+](=O)[O-])cc1)c1c[nH]c2ccccc12
  -9 | -0.7 | 3.5 | -1.8 | 9 | 0 | 1.2 | 4.0 | -0.7 | -15 | -0.6
> COc1ccc(N2CC(C(=O)Nc3ccc(S(=O)(=O)N4CCCC4)cc3)CC2=O)cc1 (centres undefined)
  -10 | -1.4 | -2.6 | 0.0 | 5 | -1 | -2.2 | 0.2 | -0.3 | -5 | -0.5
> O=C(CCC(=O)N1CCN(c2ccccc2F)CC1)c1ccc(Cl)s1
  -2 | 0.3 | 1.8 | -0.8 | 0 | 3 | 1.8 | 3.2 | 0.5 | -10 | 1.1
> Cc1ccc(S(=O)(=O)Nc2nc3ccc(N)cc3s2)cc1
  1 | -0.8 | -1.5 | -5.0 | 0 | -2 | -1.1 | 0.3 | -0.2 | -5 | -0.2
> CC(=O)Oc1ccc2ccccc2c1C(NC(=O)C(C)C)c1cccc([N+](=O)[O-])c1 (centres undefined)
  -19 | -2.3 | -1.3 | -1.7 | 2 | -4 | 1.1 | -2.7 | 0.0 | -1 | -2.1
> CC(C)c1ccc(N2C(=O)CC(NNC(=O)c3cccnc3)C2=O)cc1 (centres undefined)
  -7 | -0.9 | 0.1 | -1.4 | -6 | 7 | 1.2 | 1.4 | 0.1 | -7 | 5.6*
> O=C(NC1CCN(S(=O)(=O)c2ccc(F)cc2)CC1)c1cccnc1
  6 | -1.2 | -1.6 | 0.4 | -5 | -1 | 1.7 | 0.8 | -0.2 | -7 | 0.6
> COc1ccc(NC(=O)Nc2ccc(Br)cn2)cc1
  0 | -0.4 | 0.6 | -2.2 | -4 | 5 | 6.2 | 4.0 | 0.8 | 3 | -0.1
> CN1CCN(C(=O)CCS(=O)(=O)c2cc3c(cc2Cl)NC(=O)CO3)CC1
  2 | -0.5 | -1.3 | -0.8 | 5 | -1 | -1.5 | 2.4 | -0.1 | 3 | 0.1
> CC1CC(C)CN(c2ccc([N+](=O)[O-])cc2-c2nn[nH]n2)C1 (centres undefined)
  -14 | -1.7 | 1.3 | 1.3 | 1 | -1 | -0.7 | -2.0 | 0.1 | 0 | 1.0
> CCOC(=O)C1=CCN(S(=O)(=O)c2ccccc2C)C1c1ccc(F)cc1 (centres undefined)
  -3 | -1.7 | -1.3 | 0.1 | 6 | -1 | -4.1 | nt | 1.2 | 1 | nt
> CC(=O)Nc1ccc(NC(=O)CSc2nnc(C)n2-c2ccccc2)cc1
  3 | -1.3 | -0.7 | -5.6 | -7 | 2 | 0.3 | 0.5 | -0.3 | -3 | -0.2
> CCOc1cc(/C=C2/SC(=S)N(CC(=O)O)C2=O)ccc1OC(=O)c1cccs1
  -19 | -1.3 | 0.0 | -1.4 | 3 | 0 | -4.1 | 0.3 | -0.5 | -15 | 5.2*
> COc1cccc(-n2c(SCC(=O)N3c4ccccc4CC3C)nnc2-c2ccco2)c1 (centres undefined)
  -11 | -1.6 | -2.9 | 0.3 | 0 | 1 | -1.6 | 0.5 | -0.6 | 6 | -0.7
> Cc1ccnc(NS(=O)(=O)c2ccc(NC(=O)c3ccc(Cl)cc3[N+](=O)[O-])cc2)n1
  -7 | -0.7 | -1.1 | 0.1 | 9 | -2 | 0.0 | 2.5 | 0.0 | -3 | 0.7
